# Screening results deposited in PubChem by National Center for Advancing Translational Sciences (NCATS).
# TRPV1 agonist – HTS Assay for Compounds that Act as Agonists of the Vanilloid Receptor 1 | TRPV1-expressing cells, Fluo-8 calcium influx, agonist mode | activation, % at 8.33 µM | actives 0.19% (n = 320,000) | Transient receptor potential cation channel subfamily V member 1 (Homo sapiens), Q8NER1 | AID 540275, 2011; in the data active = activation above about 80%; inconclusive = between about 30% and that limit; also: 0% is about no effect
#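 Cells expressing TRPV1 were dye-loaded with Fluo-8 and read kinetically: 10 s baseline, 3 min after compound (agonist portion), then 2 min after EC20 capsaicin (allosteric enhancer portion). Calcium-bound dye fluorescence at 480/520 nm.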
# FLuc counter – qHTS profiling assay for firefly luciferase inhibitor/activator using purifed enzyme and Km concentrations of substrates (counterscreen for miR-21 project); Luciferin 4-monooxygenase (Photinus pyralis), P08659; actives 6.9% (n = 360,000); Potency, µM (titrated, usually from 57.5 µM), inactives show at the top dose activity change, negative = inhibition, actives largely listed as inhibitors; purified FLuc, Km substrates, luminescence inhibition; AID 588342, 2011;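 also: potency is read from the fitted curve at half-maximal effect; plate controls were vehicle for no effect and reference inhibitor for full effect; nearly all actives have a fitted effect of over 55% in size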
#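 Biochemical qHTS of compounds, final roughly 60 µM downward over six points, against 10 nM purified firefly luciferase using Km concentrations of substrates (10 uM D-luciferin, 10 uM ATP) in Tris acetate pH 7.5 buffer; luminescence output.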
# ELG1 DNA repair – qHTS screen for small molecules that inhibit ELG1-dependent DNA repair in human embryonic kidney (HEK293T) cells expressing luciferase-tagged ELG1. HEK293T ELG1-luciferase reporter, luminescence, 16 h; DNA damage induced by 5-fluorouridine. Potency, µM (series often up to 46.1 µM), for inactives: at the highest dose activity change, negative = inhibition, actives largely listed as inhibitors. actives 2.3% (n = 330,000); also: potency is read from the fitted curve at half-maximal effect; % is scaled to controls: 0 for no effect and ±100 for the full control effect; nearly all actives have a fitted effect of over 55% in size
#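 Quantitative HTS, concentration-response format. 2,000 cells/well co-treated with 5-fluorouridine and compound, 16 hr in 5% CO2 at 37 °C; ONE-Glo luminescence read after 30 min.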
# RORgamma inh – qHTS for inhibitors of ROR gamma transcriptional activity | Drosophila S2 Gal4-RORgamma UAS-luciferase reporter, 20 h | Potency, µM (top dose mostly 53.6 µM), without a hit: top-dose activity change, negative = inhibition, most hits filed as inhibitors | actives 5.4% (n = 310,000) | Nuclear receptor ROR-gamma (Mus musculus), P51450 | AID 2551, 2010; also: potency is read from the fitted curve at half-maximal effect; % is scaled to controls: 0 for no effect and ±100 for the full control effect; nearly all actives have a fitted effect of over 60% in size
# Target sequence (P51450 whole entry, looked up, the tested form may be a part): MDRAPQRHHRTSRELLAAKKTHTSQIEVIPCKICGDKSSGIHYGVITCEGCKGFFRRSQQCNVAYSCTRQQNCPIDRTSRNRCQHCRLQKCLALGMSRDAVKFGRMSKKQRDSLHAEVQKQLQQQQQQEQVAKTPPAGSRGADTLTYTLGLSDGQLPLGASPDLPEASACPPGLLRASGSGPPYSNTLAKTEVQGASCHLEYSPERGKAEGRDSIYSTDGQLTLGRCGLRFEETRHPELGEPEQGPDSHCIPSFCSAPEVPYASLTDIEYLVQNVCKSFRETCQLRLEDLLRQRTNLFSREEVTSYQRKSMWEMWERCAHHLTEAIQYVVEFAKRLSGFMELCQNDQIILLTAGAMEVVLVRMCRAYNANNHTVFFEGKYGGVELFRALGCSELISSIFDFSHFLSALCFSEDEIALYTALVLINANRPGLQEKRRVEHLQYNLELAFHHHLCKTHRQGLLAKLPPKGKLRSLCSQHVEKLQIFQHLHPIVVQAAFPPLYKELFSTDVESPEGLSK
#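 Stably transfected Drosophila Schneider cells are the test system, with ROR gamma fused to Gal4 and luciferase under UAS control; luminescence is read after 20 hr of 700 uM copper sulfate induction at ambient temperature.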
# Tb PFK inh – qHTS Assay to Find Inhibitors of T. brucei phosphofructokinase; actives 0.17% (n = 330,000); AID 485367, 2010; Potency, µM (top dose mostly 57.5 µM), for the others: top-dose activity, negative = inhibition, actives largely listed as inhibitors; T. brucei PFK, ADP-Glo luminescence; ATP-dependent 6-phosphofructokinase (Trypanosoma brucei brucei), O15648;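 also: potency is read from the fitted curve at half-maximal effect; 0% = uninhibited 1x PFK enzyme wells and -100% = no-enzyme wells; nearly all actives have a fitted effect of over 60% in size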
#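 In TEA buffer at pH 8.0 with 5 mM MgCl2, enzyme (1.25 nM) converted F6P (0.5 mM) and ATP (0.1 mM) for 45 min at room temperature. ADP product was read by luciferase luminescence.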
# p53 reactivator – qHTS assay for re-activators of p53 using a Luc reporter. actives 0.063% (n = 320,000). Potency, µM (doses to about 92.2 µM), for inactives: at the top dose activity change, positive = activation, actives largely listed as activators. H1299 p53-A138V BP100-luciferase reporter, luminescence, 24 h; also: potency is read from the fitted curve at half-maximal effect; % of control where 0% means no effect; nearly all actives have a fitted effect of over 45% in size
#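 p53-null H1299 cells stably carrying temperature-sensitive p53-A138V and a BP100-luciferase reporter were pinned with compounds (4-point, 1:5 series) and held 24 hrs at 37 deg C. Luminescence was read 10 min after detection reagent.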
# ELG1 genotox – qHTS screen for small molecules that induce genotoxicity in human embryonic kidney (HEK293T) cells expressing luciferase-tagged ELG1 | HEK293T ELG1-luciferase reporter, luminescence, 16 h | Potency, µM (highest dose often 46 µM), for inactives: at the top dose activity change, positive = activation, most hits filed as activators | actives 1.3% (n = 330,000); also: potency is read from the fitted curve at half-maximal effect; % of control where 0% means no effect; nearly all actives have a fitted effect of over 60% in size
#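 Genotoxic stress is detected as increased luminescence from luciferase-tagged ELG1 in HEK293T cells, measured with ONE-Glo after a 16 hr treatment at 37 °C.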
# VP16 counter – VP16 counterscreen qHTS for inhibitors of ROR gamma transcriptional activity | Drosophila S2 Gal4-VP16 UAS-luciferase, luminescence, 20 h | Potency, µM (titrated, usually from 53.6 µM), inactives show top-dose activity, negative = inhibition, actives largely listed as inhibitors | actives 3.5% (n = 310,000);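 also: Gal4-VP16 expression switched on by copper sulfate through the metallothionein promoter; potency is read from the fitted curve at half-maximal effect; % is scaled to controls: 0 for no effect and ±100 for the full control effect; nearly all actives have a fitted effect of over 50% in size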
# BRCA1 expr act – qHTS Assay to Identify Small Molecule Activators of BRCA1 Expression; MCF7-BRCA1-FFLuc reporter, luminescence, 48 h; response scale: scaled: vehicle 0%, 10 µM genistein 100%; Potency, µM (titrated, usually from 46.1 µM), for the others: top-dose activation, hits mostly activators; actives 1.1% (n = 380,000); AID 624202, 2012; also: potency is read from the fitted curve at half-maximal effect; nearly all actives have a fitted effect of over 80% in size; some results filed as inactive show a strong effect at the top dose
#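 Compounds are tested at multiple concentrations on MCF7 BRCA1-luciferase reporter cells seeded at 2000 per well; after 48 h, a single luminescence end-point is taken and curves fitted to the normalized data.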
# Rab9 prom act – qHTS Assay for Rab9 Promoter Activators; Potency, µM (series often up to 9.22 µM), inactives show at the highest dose activation, negative = inhibition, most hits filed as activators; actives 2.8% (n = 320,000); Huh7 Rab9 promoter-luciferase reporter, luminescence, 24 h; also: potency is read from the fitted curve at half-maximal effect; % of control where 0% means no effect; nearly all actives have a fitted effect of over 60% in size
#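 Steps: seed 1500 Huh7 Rab9-luc cells per well, rest 2 h at 37 °C; add compound in DMSO; incubate 24 h; add luciferase reagent, 10 min ambient; read luminescence.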
# NPC1 prom act – qHTS Assay for NPC1 Promoter Activators. Huh7 NPC1 promoter luciferase reporter, 24 h. Potency, µM (titrated, usually from 9.22 µM), without a hit: top-dose activation, usual class: activators. actives 2.4% (n = 320,000);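 also: potency is read from the fitted curve at half-maximal effect; % of control where 0% means no effect; nearly all actives have a fitted effect of over 60% in size; reporter is driven by a mutant NPC1 promoter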
#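 Cells: Huh7 expressing luciferase under the NPC1 promoter, 1500/well. Seeded 2 h, compound added, incubated 24 h at 37 °C. Luciferase reagent, 10 min ambient, then luminescence.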
# Active calls of the source: *; i = inactive; u = inconclusive; x = not tested or not shown; & = joins results of further samples; [ ] = remark or other dose. Unless noted, calls follow the shape of the dose curve; as a rule, active = well fitted curve in the direction sought with a large enough effect; inconclusive = small, poorly fitted or top-dose-only effect, or another doubt; inactive = no such curve, though single readings can be large; an effect the other way counts as inactive or inconclusive.
no. | canonical_smiles | Tb PFK inh | NPC1 prom act | Rab9 prom act | FLuc counter | p53 reactivator | ELG1 genotox
1 | COC(=O)c1nn(-c2ccc(OC)cc2)c(=O)cc1Sc1ccc(C)cc1 | 3% | 2% | -3% | -7% | 0% | 3%
2 | COc1ccc([C@]23Cc4cc(OC)c(OC)cc4C(O2)c2c(cc(C)n(Cc4ccccc4)c2=O)O3)cc1 | 4%[11.5 µM] | -7%[1.84 µM] | 0%[1.84 µM] | u | x | x
3 | Cc1cccnc1NC(=O)c1ccc(Br)o1 | 0% | -2% | 1% | 4% | -2% | 4%
4 | COC(=O)Cn1c(CCS(=O)(=O)c2ccc(C)cc2)nc2ccccc21 | -4% | 2% | -5% | 2% | 11% | -4%
5 | CCc1c(C)nc2c(Br)cccc2c1SCCC#N | 0% | -2% | -2% | -17% | 4% | -4%
6 | CC1(C)Cc2nc3sc4c(SCC(=O)NCc5ccccc5)ncnc4c3cc2CO1 | 3% | 26% | 23% | 2.7µM* | u | 4.1µM*
7 | O=C(COc1cccc(C(F)(F)F)c1)NNC(=O)Cn1c(=O)cnc2ccccc21 | -11% | 1% | 3% | -1% | -3% | -1%
8 | Cc1nc2ccccn2c1-c1ccnc(=S)[nH]1 | -13% | -6% | 1% | -18% | -3% | -6%
9 | O=C1CN(C(=O)c2ccc(F)cc2)c2ccccc2N1 | -1% | 0% | -4% | 1% | 1% | 1%
10 | O=C(Cn1cc([N+](=O)[O-])cn1)N1CCN(Cc2ccc3c(c2)OCO3)CC1 | 2% | 1% | -3% | 3% | 7% | -5%
11 | O=S(=O)(c1ccccc1)c1nc(-c2ccco2)oc1NCCN1CCOCC1 | 3% | -1% | 1% | -1% | 1% | 1%
12 | CCc1ccc(C(CC(=O)O)N2Cc3ccccc3C2=O)cc1 (stereo not given) | 2% | -9% | 3% | 0% | 11% | 0%

no. | BRCA1 expr act | TRPV1 agonist | VP16 counter | RORgamma inh | ELG1 DNA repair
1 | -22% | 28 | 0% | -7% | 18%
2 | x | i | u | 5%[10 µM] | x
3 | -21% | 0 | x | x | 21%
4 | 0%&-49% | u | 2%[0.365 µM] | 3% | 0%
5 | -10% | 8 | -4% | 22% | -20%
6 | 8%[1.84 µM] | -2 | 9% | u | u
7 | -13% | 1 | x | x | 0%
8 | 0% | 3 | -9% | u | -8%
9 | 0% | 2 | -3% | 5% | 3%
10 | 0% | 1 | u | u | u
11 | 0% | -2 | -2% | -17% | 4%
12 | -37% | -2 | 12% | -23% | 1%

# Entries of single compounds, looked up by structure.
# Cc1cccnc1NC(=O)c1ccc(Br)o1 reads Tb PFK inh: 0%; NPC1 prom act: -2%; Rab9 prom act: 1%; FLuc counter: 4%; p53 reactivator: -2%; ELG1 genotox: 4%; BRCA1 expr act: -21%; TRPV1 agonist: 0; VP16 counter: x; RORgamma inh: x; ELG1 DNA repair: 21%
# O=C1CN(C(=O)c2ccc(F)cc2)c2ccccc2N1 reads Tb PFK inh: -1%; NPC1 prom act: 0%; Rab9 prom act: -4%; FLuc counter: 1%; p53 reactivator: 1%; ELG1 genotox: 1%; BRCA1 expr act: 0%; TRPV1 agonist: 2; VP16 counter: -3%; RORgamma inh: 5%; ELG1 DNA repair: 3%

# Look-ups from the results shown.
# compound 3 @ NPC1 prom act = -2%
# compound 12 @ RORgamma inh = -23%

# Next part.
no. | canonical_smiles | Tb PFK inh | NPC1 prom act | Rab9 prom act | FLuc counter | p53 reactivator | ELG1 genotox
13 | CC1(C)CC(NCc2ccccc2)CCO1 (stereo not given) | 1% | -3% | 1% | 3% | 2% | 2%
14 | CCOc1ccc(C(CCc2ccccc2)NC(=O)c2ccc(OC)c(OC)c2)cc1OCC (stereo not given) | 3% | 0% | -6% | -1% | -1% | -8%
15 | O=C(NNC(=O)c1nn(-c2ccc(F)cc2)ccc1=O)c1ccc(C(F)(F)F)cc1 | -1% | -5% | 2% | u | -1% | 5%
16 | Cc1cccc(S(=O)(=O)Nc2ccc(S(=O)(=O)Nc3nccs3)cc2)c1 | -11% | x | x | x | -3% | 1%
17 | CCCCSc1nc2sc3c(c2c(=O)[nH]1)CCC3 | -2% | -1% | -5% | 1% | 2% | u

no. | BRCA1 expr act | TRPV1 agonist | VP16 counter | RORgamma inh | ELG1 DNA repair
13 | 14% | 1 | -5% | 12% | -11%
14 | -30% | 4 | 7% | -8% | u
15 | 17% | x | 0% | 0% | -2%
16 | 6% | x | x | x | 1%
17 | 7% | 3 | -3% | 24% | 19%

# Structures shown so far with a carbonyl joined to an NH by a bond outside any ring (5):
no. | canonical_smiles | Tb PFK inh | NPC1 prom act | Rab9 prom act | FLuc counter | p53 reactivator | ELG1 genotox
3 | Cc1cccnc1NC(=O)c1ccc(Br)o1 | 0% | -2% | 1% | 4% | -2% | 4%
6 | CC1(C)Cc2nc3sc4c(SCC(=O)NCc5ccccc5)ncnc4c3cc2CO1 | 3% | 26% | 23% | 2.7µM* | u | 4.1µM*
7 | O=C(COc1cccc(C(F)(F)F)c1)NNC(=O)Cn1c(=O)cnc2ccccc21 | -11% | 1% | 3% | -1% | -3% | -1%
14 | CCOc1ccc(C(CCc2ccccc2)NC(=O)c2ccc(OC)c(OC)c2)cc1OCC (stereo not given) | 3% | 0% | -6% | -1% | -1% | -8%
15 | O=C(NNC(=O)c1nn(-c2ccc(F)cc2)ccc1=O)c1ccc(C(F)(F)F)cc1 | -1% | -5% | 2% | u | -1% | 5%

no. | BRCA1 expr act | TRPV1 agonist | VP16 counter | RORgamma inh | ELG1 DNA repair
3 | -21% | 0 | x | x | 21%
6 | 8%[1.84 µM] | -2 | 9% | u | u
7 | -13% | 1 | x | x | 0%
14 | -30% | 4 | 7% | -8% | u
15 | 17% | x | 0% | 0% | -2%
